Bioassay records from PubChem BioAssay.
PPARg SRC-1 ag: PPARgamma agonists recruiting SRC-1 coactivator, primary screen, biochemical. Peroxisome proliferator-activated receptor gamma (Homo sapiens), P37231. PPARgamma-SRC-1 coactivator recruitment biochemical assay. activation, % at 8 µM. 200,000 compounds, 0.41% hits. AID 631, 2007; in the data active = activation above about 19%;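 note: 0% = DMSO and 100% = reference agonist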
ROMK primary: ROMK potassium channel modulators, primary screen, cell-based, thallium flux, MLSMR library; Tet-inducible ROMK, thallium flux fluorescence; actives lie on both sides; B-score at 10 µM; 130,000 compounds, 2% hits; AID 1918, 2009;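 active = signal ratio slope over the read window, or its plate-corrected B-score, at least 3 SD from the plate mean, either direction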;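 note: B-score of the F/F0 ratio slope over 7 to 12 s after thallium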
Target sequence (P48048 whole entry, looked up): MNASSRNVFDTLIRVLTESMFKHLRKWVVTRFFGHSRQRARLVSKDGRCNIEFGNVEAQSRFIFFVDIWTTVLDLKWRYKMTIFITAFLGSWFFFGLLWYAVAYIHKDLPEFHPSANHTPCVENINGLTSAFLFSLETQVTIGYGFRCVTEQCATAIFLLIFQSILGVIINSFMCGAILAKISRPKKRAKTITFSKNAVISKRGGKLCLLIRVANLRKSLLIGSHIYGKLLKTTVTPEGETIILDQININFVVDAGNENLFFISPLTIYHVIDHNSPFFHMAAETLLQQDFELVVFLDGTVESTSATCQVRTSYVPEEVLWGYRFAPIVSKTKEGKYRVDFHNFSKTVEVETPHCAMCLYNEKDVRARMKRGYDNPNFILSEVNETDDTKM
STAT3 act: IL-6 driven STAT3 reporter potentiators, primary screen, U3A cells, luciferase, luminescence, MLSCN library | activation (% of control), % at 5.6 µM | AID 871, 2007 | 190,000 compounds, 0.91% hits | IL-6 STAT3-luciferase reporter; 100% = signal with IL-6 EC80 alone;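 active = activation above the screen-wide mean of compound activation plus 3 SD, cut at about 130% in these data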;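 note: 0% = background luminescence of wells with medium and substrate only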
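Material: STAT3-luciferase reporter U3A cells; Probe or stimulus: IL-6 (33 ng/mL); Incubation: compound pre-incubation 1 h before IL-6, then 6 h stimulation at 37 °C; Technique: luminescence from STAT3-driven luciferase reporter; Evaluation: % activation versus median of IL-6-stimulated wells; Controls: IL-6-only high control.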
STAT1 blocker: STAT1 signaling inhibitors, primary screen, cell-based, HTS, luciferase reporter; NIH 3T3 STAT1-luciferase reporter, IFN-gamma, luminescence; inhibition, % at 5.5 µM; 200,000 compounds, 0.35% hits; AID 920, 2007;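 active = inhibition above a set limit, the mean inhibition across all tested compounds plus 3 SD, cut at about 34% in these data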;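 note: 0% = IFN-gamma with DMSO and 100% = IFN-gamma with 300 µM nifuroxazide; values of inactives mirror those of a sister screen read the other way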
TR-FRET SRC-2 ct: TR-FRET signal artefacts, primary screen, artefact control for PPARgamma SRC-2 agonist project, biochemical; TR-FRET artefact counter-screen; stronger effect = higher value; TR-FRET ratio at 8 µM; 200,000 compounds, 0.4% hits; AID 1049, 2008; in the data active = TR-FRET ratio above about 2000; note: inactives centre near 1500
TLR4-MyD88 BLA: inhibitors of TLR4-MyD88 association in cells, primary screen, cell-based, HeLa CL3-4, BLA complementation, FRET ratio | inhibition, % at 8.4 µM | HeLa CL3-4 TLR4/MyD88 BLA complementation | AID 861, 2007 | 200,000 compounds, 0.18% hits; in the data active = inhibition above about 25%;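 note: 0% = vehicle and 100% = reference inhibitor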
STAT3 inh: IL-6 driven STAT3 reporter inhibitors, primary screen, U3A cells, luciferase, luminescence, MLSCN library | IL-6 STAT3-luciferase reporter; host cell line lacks STAT1 | inhibition, % at 5.5 µM | 190,000 compounds, 0.89% hits;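 active = inhibition above the mean inhibition across all screened compounds plus 3 SD, cut at about 44% in these data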;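 note: 0% = DMSO only wells and 100% = 100 µM nifuroxazide control wells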
RAM inhibit: inhibitors of the yeast RAM network, primary screen, dse1pr::URA3 reporter, 5-FOA selection | inhibition, % at 50 µM | S. cerevisiae dse1pr::URA3 reporter, 5-FOA growth OD615, 2 d; analog-sensitive cbk1-as2 kinase mutant strain | AID 868, 2007 | 190,000 compounds, 1.8% hits;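 active = inhibition above a set limit, 3 SD over mean compound inhibition, cut at about 8.4% in these data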;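 note: 0% = DMSO-only wells with no growth and 100% = 10 µM 1-NA-PP1 full growth; inhibition rescues growth on 5-FOA so higher OD means more RAM inhibition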
S1P3 antagonist: S1P3 receptor antagonists, primary screen, cell-based. Sphingosine 1-phosphate receptor 3 (Homo sapiens), Q99500. CHO S1P3 NFAT-BLA reporter, FRET fluorescence, antagonist mode. inhibition, % at 4.98 µM. 170,000 compounds, 0.27% hits;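 active = inhibition above the plate cutoff, the mean inhibition of test wells on that plate plus 3 SD, cut at about 28% in these data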;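 note: cells challenged with S1P at its EC80 of 0.8 µM; blue over green emission ratio from cleaved BLA substrate after 4 h stimulation; 0% = S1P-stimulated wells and 100% = unstimulated DMSO-only wells; some compounds past the cut are filed as inactive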
Target sequence (Q99500 whole entry, looked up): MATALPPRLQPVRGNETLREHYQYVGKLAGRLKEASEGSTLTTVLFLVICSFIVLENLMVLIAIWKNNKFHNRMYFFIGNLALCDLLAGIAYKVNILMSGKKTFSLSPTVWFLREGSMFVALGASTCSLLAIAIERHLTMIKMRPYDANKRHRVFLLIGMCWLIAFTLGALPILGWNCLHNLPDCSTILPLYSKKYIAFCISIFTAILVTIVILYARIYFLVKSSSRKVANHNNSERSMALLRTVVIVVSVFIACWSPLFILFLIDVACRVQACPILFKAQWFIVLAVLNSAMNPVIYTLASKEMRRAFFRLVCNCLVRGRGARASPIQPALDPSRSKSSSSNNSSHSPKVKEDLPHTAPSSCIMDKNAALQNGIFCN
PPARg SRC2 recr: agonists of PPARg-SRC-2 recruitment, primary screen, biochemical, HTS; PPARgamma LBD-SRC-2 recruitment; 200,000 compounds, 0.34% hits; activation, % at 8 µM; Peroxisome proliferator-activated receptor gamma (Homo sapiens), P37231; AID 1032, 2008; in the data active = activation above about 22%;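 note: 0% = vehicle and 100% = reference agonist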
PPARg SRC-3 ag: PPARgamma agonists recruiting SRC-3 coactivator, primary screen, biochemical | Peroxisome proliferator-activated receptor gamma (Homo sapiens), P37231 | biochemical PPARgamma/SRC-3 coactivator recruitment assay | activation, % at 8 µM | 200,000 compounds, 0.26% hits | AID 731, 2007; in the data active = activation above about 23%;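 note: 0% = DMSO and 100% = reference agonist; some compounds past the cut are filed as inactive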
* marks the source's active call; other numbers are inactive results; x = not tested or not shown.

SMILES	PPARg SRC-1 ag	ROMK primary	STAT3 act	STAT1 blocker	TR-FRET SRC-2 ct	TLR4-MyD88 BLA	STAT3 inh	RAM inhibit	S1P3 antagonist	PPARg SRC2 recr	PPARg SRC-3 ag
CC1CN(C(=O)c2cccs2)CCN1C(=O)c1cccs1 (stereo unspecified)	0	x	107	-2	1482	-8	-4	-0.9	-2	-1	3
Cc1ccnc(N/C=C(\C#N)c2nc(-c3cccc(Br)c3)cs2)c1	4	x	85	1	1428	8	24	5.5	x	-2	0
Cn1cc(CN2CCN(c3cnccn3)CC2)c(-c2cccc(Cl)c2)n1	5	x	98	15	1521	-13	7	1.3	1	1	4
Cn1c(=O)n(CCc2ccccc2)c(=O)c2c1nc1n2CCCN1c1ccccc1	3	0.71	101	-4	1528	-19	7	1.1	x	10	12
O=C(NC(Cc1ccccc1)C(=O)N1CCCC1C(=O)O)c1ccccc1 (stereo unspecified)	8	0.016	102	-3	1611	1	1	1.1	-8	-1	-5
C=CCc1cc(Cl)ccc1OCCCNC(C)CC (stereo unspecified)	2	-2.6*	106	3	1508	-6	-9	0.1	4	1	-1
CCOC(=O)C1CCN(C(=O)c2cccc(Cl)c2)CC1	2	x	98	5	1518	4	6	0.0	7	7	10
COc1cc(/C=N/N2CCOCC2)ccc1OCc1ccc(Cl)cc1	8	-2.4	91	-42	1760	11	15	0.7	-15	8	7
CCC(C)C1NC(=S)N(Cc2ccccc2)C1=O (stereo unspecified)	8	x	97	8	1746	7	4	0.2	x	7	4
CCOC(=O)N1CCN(Cc2ccc(O)c3ncccc23)CC1	2	-0.8	94	1	1344	-3	11	0.0	-5	8	3
Cc1ccc(NC2=NCCC2)cc1Cl	1	x	112	-4	1406	-1	-10	-0.6	x	-7	-2
Cc1ccc(-n2c(C)cc(/C=N/NC(=O)Cn3c4ccccc4c(=O)c4ccccc43)c2C)cc1	7	1.2	98	17	1789	-8	0	3.2	-19	8	-2
Cc1cccc(OCCCC(=O)N2CCCc3ccccc32)c1C	4	-0.4	108	-2	1675	-5	-9	-0.1	x	4	1
CCCC(=O)N1N=C(c2ccccc2)CC1c1cn(C)c2ccccc12 (stereo unspecified)	0	x	114	5	1652	-5	-16	4.3	7	3	5
CCN(CC)S(=O)(=O)c1ccc(C)c(NC(=S)N2CCN(Cc3ccc4c(c3)OCO4)CC2)c1	-1	0.08	91	20	1527	-1	17	1.6	-3	2	5
COc1cccc(NC(=O)CCN2CCC(C(N)=O)CC2)c1	2	x	101	-5	1654	3	4	1.6	-56	5	-7
CC(C)CNC(=O)C(=O)NCc1ccccc1	1	-0.15	105	-12	1862	8	-1	0.7	1	5	1
CCOC(=O)C1(C(=O)OCC)CC1c1ccccc1 (stereo unspecified)	-5	x	108	7	1640	-11	-4	0.8	x	1	-6
O=C(O)Cc1ccc(NC(=O)C2CC=CCC2C(=O)O)cc1 (stereo unspecified)	0	x	101	-6	1703	-4	4	-0.1	-6	9	-3
O=C(CSC1=NCCS1)NC(c1ccccc1)c1ccccc1	3	-0.32	105	0	1536	3	-8	4.9	-9	4	-2
CCc1nc2c3cnn(-c4cc(Cl)ccc4C)c3ncn2n1	5	x	104	2	1423	-7	-2	2.5	-15	2	-5
O=c1c2ccccc2nnn1CCO	10	x	104	-7	1483	-10	0	1.9	-20	2	8
O=C1NC(c2ccccc2OC(F)F)Oc2ccccc21 (stereo unspecified)	2	x	102	4	1463	-3	-1	1.1	-10	-3	2
COc1cc(/C=c2\s/c(=C(/C#N)C(=O)N3CCCC3)n(-c3ccccc3)c2=O)ccc1O	6	-1.7	90	-5	1492	11	14	3.4	-40	-9	-3
COc1ccccc1NC(=S)Nc1ccc2cn[nH]c2c1	9	0.5	131	-6	1723	-14	-38	3.4	0	0	2
CCOc1ccc(NC(=O)c2cc3c(C)nc4ccccc4c3o2)cc1	5	x	74	3	1539	-6	36	2.5	x	14	7
Cc1ccccc1C(=O)NNC(=O)c1ccc(F)cc1	12	x	96	-12	1572	-4	7	-0.3	x	4	10
Cc1ccc(OCCCn2ccnc2)cc1C	7	0.1	95	-1	1430	-11	13	1.5	x	6	3
O=C(Cc1ccccc1)NCc1ccc(-n2cccc2)cc1	15	2.5*	107	-9	1608	2	-7	4.1	8	8	2
O=C(CCC(=O)NNC(=O)c1ccccc1[N+](=O)[O-])NCc1ccccc1	9	0.82	98	6	1649	12	6	1.1	-1	6	1
Cc1ccc(-n2cc(CN3CCC(CO)(Cc4cccc(C(F)(F)F)c4)CC3)cn2)cc1	5	-2.5	97	5	1544	-11	9	0.5	-7	4	6
CCOC(=O)c1c(C)n(C)c2ccc(OCC(O)Cn3c(C)nc4ccccc43)cc12 (stereo unspecified)	2	-2.3	96	6	1441	-5	8	0.8	-5	-2	-2
COC(=O)c1c(NC(=O)CN2C(=O)NC3(CCC(C(C)(C)C)CC3)C2=O)sc2c1CCCCC2 (stereo unspecified)	-2	x	106	-15	1465	0	-8	3.8	11	-5	2
Cc1ccc(-c2cc(C(F)(F)F)n3ncc(C(=O)N4CCCCC4c4cccnc4)c3n2)cc1 (stereo unspecified)	-4	0.6	90	-1	1489	-4	14	2.0	-12	0	-1
CC1CCCC(C)N1C(=O)CSc1nnc(-c2c[nH]c3ccccc23)o1 (stereo unspecified)	-2	0.7	94	-22	1497	1	10	4.3	-10	-1	7
COc1ccc(-c2noc(COc3ccc(Cl)c(C)c3)n2)cc1	2	x	94	7	1524	-3	12	5.5	20	5	5
CCOc1cc(C=C2C(=O)c3ccccc3C2=O)ccc1OCC(=O)Nc1ccc(C)cc1	-1	x	104	-5	1529	0	-5	1.1	-3	1	3
CSCC(=O)NS(=O)(=O)c1ccc(C)cc1	2	0.023	96	15	1567	-19	2	0.9	2	12	1
Cc1cccc(C2Nc3ccccc3C(=O)N2CCc2ccccc2)n1 (stereo unspecified)	-1	-0.51	96	-8	1505	-11	7	2.2	10	-6	-1
CC(C)NC(=O)c1ccc(CNC(=O)OCC(F)(F)F)cc1	-2	-0.46	98	-1	1570	0	7	1.7	x	19	7
COc1ccc(OCC(=O)N2CCN(C(=O)COc3ccccc3)CC2)cc1	-2	-0.11	101	4	1359	6	1	-0.8	-33	0	-1
CCOc1ccc(N/C=C/C(=O)c2ccc3ccccc3c2)c([N+](=O)[O-])c1	-6	x	90	-20	1478	-2	16	4.8	x	-3	-1
O=c1nc2scc(-c3ccccc3)n2c2ccccc12	-4	x	85	-10	1569	1	21	5.9	x	-7	-3
COc1cccc(CN(C)CC(=O)NC(=O)NCc2ccco2)c1	5	0.029	103	-6	1517	-5	0	0.7	-13	-6	-5
CC(=O)NCCn1c(SCC(=O)NCc2ccco2)nc2ccccc2c1=O	4	x	98	7	1634	-7	7	2.8	-29	-6	11
Cc1ccc(C(C)C)cc1S(=O)(=O)NCc1cccnc1	5	x	100	-1	1415	-2	4	0.8	-26	2	2
CCCOC(=O)NC1CCS(=O)(=O)C1 (stereo unspecified)	-3	x	97	7	1596	-23	8	1.2	x	11	4
CCn1c2ccccc2c2nn(C)c(=N)nc21	-6	x	102	-8	1575	5	2	0.8	3	6	-2
CC1CCCCC1NC(=O)CN1C(=O)NC(Cc2ccccc2)(Cc2ccccc2)C1=O (stereo unspecified)	2	-2	100	3	1584	-10	0	1.2	x	1	3
CCN(CC)C(=O)CSC1=Nc2ccccc2C2=NC(Cc3c[nH]c4ccccc34)C(=O)N12 (stereo unspecified)	-2	-0.00053	137*	1	1321	-4	-39	1.7	3	-10	-6
Cc1ccc2nc(SC(C(=O)c3ccccc3)c3ccccc3)nc(C)c2c1 (stereo unspecified)	-1	0.37	103	-2	1557	4	-3	4.0	4	0	0
Nc1ccc(C(=O)c2cccs2)cc1	-3	0.029	110	-4	1582	3	-11	0.1	7	9	4
COc1ccc(Cn2c(-c3ccc(OC)cc3)nc3c(c(=O)c4ccccc4n3C)c2=O)cc1	0	x	98	-1	1592	-16	1	5.7	-12	6	3
CN1C(=O)CSc2ccc(NC(=O)N3CCOCC3)cc21	2	-1.2	96	-1	1666	-6	8	0.7	x	6	4
CCCCN1C(=O)C(O)=C(C(C)=O)C1c1ccccc1 (stereo unspecified)	3	-0.83	99	-1	1499	3	7	0.8	x	6	-4
O=C(CSCc1ccc(Cl)cc1)Nc1cc([N+](=O)[O-])ccc1O	2	-2.5	91	-7	1628	-14	15	6.1	1	-4	9
O=C1C(Cl)=C(N2CCCCC2)C(=O)C(Cl)=C1c1cnc(N2CCCCC2)s1	-2	x	105	11	1523	9	-3	9.5*	x	10	-4
O=C(OCCN1C(=O)c2cccc3c(N4CCOCC4)ccc(c23)C1=O)c1ccc(Cl)cc1Cl	2	x	106	-9	1601	40*	-8	5.4	-14	9	0
Cc1c(NC(=O)c2ccc3ncccc3c2)c(=O)n(-c2ccccc2)n1C	2	x	101	-2	1640	-10	3	1.1	x	6	1
CC(=O)c1cc2c(cc1NC(=O)CN1CCCCC1C)OCO2 (stereo unspecified)	4	-0.031	98	0	1536	7	2	-0.4	x	0	11
Cc1ccc(Nc2ccc([N+](=O)[O-])nc2[N+](=O)[O-])cc1	3	x	111	5	1435	10	-8	2.3	x	0	10
Cc1cc(-c2n[nH]c(=S)n2-c2ccccc2)nn1C	14	x	88	8	1825	-2	14	0.4	-4	12	6

Some entries already given, showing only TR-FRET SRC-2 ct.
Structure | TR-FRET SRC-2 ct
CCCCN1C(=O)C(O)=C(C(C)=O)C1c1ccccc1 (stereo unspecified) | 1499
O=C(CSCc1ccc(Cl)cc1)Nc1cc([N+](=O)[O-])ccc1O | 1628
O=C1C(Cl)=C(N2CCCCC2)C(=O)C(Cl)=C1c1cnc(N2CCCCC2)s1 | 1523
